12-LOX inh: ALOX12 (human) lipoxygenase inhibition | Potency, µM (doses to about 108 µM), for the others: top-dose activity change, negative = inhibition, actives largely listed as inhibitors | actives 1.1% (n = 580,000) | purified 12hLO, xylenol orange hydroperoxide absorbance | P18054; also: potency is read from the fitted curve at half-maximal effect; % is scaled to controls: 0 for no effect and ±100 for the full control effect
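Purified human 12hLO (150 nM final) in 25 mM Hepes, 0.01% Triton X-100, pH 7.0 was preincubated 15 min at room temperature with compound. Then 40 uM arachidonic acid was added, 30 min. Hydroperoxide was read by Fe-XO absorbance ratio 573/405 nm.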
RGS4 inh: inhibitors of human regulator of G protein signaling 4 | Transcreener GDP fluorescence polarization, RGS4-accelerated GTP hydrolysis | Potency, µM (series often up to 114 µM), for the others: at the top dose activity change, negative = inhibition, usual class: inhibitors | actives 0.039% (n = 390,000); also: potency is read from the fitted curve at half-maximal effect; % is scaled to controls: 0 for no effect and ±100 for the full control effect; nearly all actives have a fitted effect of over 75% in size; some results filed as inactive show a strong effect at the top dose
Target sequence (P49798 whole entry, looked up): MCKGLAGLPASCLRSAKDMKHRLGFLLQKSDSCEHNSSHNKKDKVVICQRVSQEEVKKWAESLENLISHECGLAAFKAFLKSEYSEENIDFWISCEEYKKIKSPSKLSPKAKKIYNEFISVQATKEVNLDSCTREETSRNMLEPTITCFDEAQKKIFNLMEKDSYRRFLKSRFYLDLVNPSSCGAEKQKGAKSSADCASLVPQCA
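MLSMR compounds (23 nl, pin-transferred) preincubated 10 min at room temperature with a 500nM (2x) first reagent, then RGS4 at 900nM (2x) plus Transcreener GDP mix added; fluorescence polarization (620/688 nm) read before and after 90 min at 30 °C.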
Vif-APOBEC3F blk: inhibitors of Vif-A3F interaction | actives 0.2% (n = 390,000) | Potency, µM (titrated, usually from 46.1 µM), for the others: at the highest dose activity, negative = active | HeLa A3F-eYFP + Vif (tagged APOBEC3F with the HIV-1 protein that degrades it), YFP fluorescence increase; also: potency is read from the fitted curve at half-maximal effect; % of control where 0% means no effect; nearly all actives have a fitted effect of over 65% in size
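HeLa cells stably expressing A3F-eYFP plus Vif, plated and incubated overnight at 37 deg C, then exposed to compounds overnight at 37 deg C. Blocked degradation read as raised yellow fluorescence (Ex 488/Em 500-530).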
ERG Ets-DNA blk: inhibitors of human ERG Ets domain-DNA interaction | P11308 | fluorescence polarization, His-ERG Ets domain / labelled DNA | Potency, µM (doses to about 76.9 µM), for inactives: at the top dose FP activity, negative = inhibition, usual class: inhibitors | actives 0.028% (n = 370,000); active = well fitted inhibition curve with a large enough effect in the polarisation, with a control signal flat; inconclusive = small, poorly fitted or top-dose-only effect, or effect the other way, or a change in a side signal; inactive = no such curve, though single readings can be large or run the other way; the % refers to the polarisation;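 also: polarization taken with two DNA probes labelled with fluorescein and Texas red; potency is read from the fitted curve at half-maximal effect; % of control where 0% means no effect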
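His-tagged ERG Ets domain (1 uM in the protein solution; 300mM KCl, 50mM Tris-HCl, 1mM EDTA, 1mM DTT, pH 7.5) received compound, then a probe mix of 5 nM fluorescein-DNA and 100nM Texas-615-DNA. Fluorescence polarization was read for both dyes.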
GRP78 ERSR act: ER stress response induction in glioma. U87-MG GRP78 promoter luciferase reporter, 16 h. Potency, µM, for inactives: at the highest dose activation, usual class: activators. actives 0.02% (n = 420,000). AID 602332; also: potency is read from the fitted curve at half-maximal effect; series mostly up to about 76 µM; % of control where 0% means no effect; nearly all actives have a fitted effect of over 35% in size
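Stably transfected U87-MG human glioma cells carrying a GRP78-based luminescent sensor were seeded at 1000 cells/well, pin-dosed with compounds and incubated 16 h. Luciferase reagent was then added, and end-point luminescence was read after 10 min at room temperature.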
Vif-A3G inh: Vif-A3G binding inhibition; AID 602310; HeLa A3G-eYFP + Vif (tagged APOBEC3G with the HIV-1 protein that degrades it), YFP fluorescence, overnight; Potency, µM (doses to about 46.1 µM), for inactives: at the top dose activity, negative = active, most hits filed as inhibitors; actives 0.076% (n = 410,000);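 also: potency is read from the fitted curve at half-maximal effect; % is scaled to controls: 0 for no effect and ±100 for the full control effect; nearly all actives have a fitted effect of over 60% in size; hits raise eYFP signal because A3G escapes Vif-driven loss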
Target sequence (Q9HC16 whole entry, looked up): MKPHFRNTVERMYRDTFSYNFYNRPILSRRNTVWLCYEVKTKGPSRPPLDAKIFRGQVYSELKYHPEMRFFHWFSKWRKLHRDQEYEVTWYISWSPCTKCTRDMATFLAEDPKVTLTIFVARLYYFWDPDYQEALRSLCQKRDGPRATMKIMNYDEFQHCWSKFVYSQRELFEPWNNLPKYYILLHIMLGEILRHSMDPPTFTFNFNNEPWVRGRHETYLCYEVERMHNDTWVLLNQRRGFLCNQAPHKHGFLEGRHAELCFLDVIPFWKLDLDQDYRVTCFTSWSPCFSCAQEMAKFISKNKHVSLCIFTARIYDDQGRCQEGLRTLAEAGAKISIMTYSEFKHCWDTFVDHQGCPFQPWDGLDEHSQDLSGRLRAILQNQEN
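HeLa cells stably expressing Vif and C-terminally eYFP-tagged A3G, seeded overnight at 37 deg C, then exposed to compound by pintool overnight at 37 deg C. Rise in yellow fluorescence (Ex 488/Em 500-530, Acumen) marks blocked Vif-driven A3G degradation.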
D2 antagonist: antagonists of human D2 dopamine receptor | P14416 | HEK293 TREx D2 cells, calcium flux, dopamine EC80 | inhibition, % at 10 µM | actives 2% (n = 340,000); in the data active = inhibition above about 30%; also: 0% is about no effect
Target sequence (P14416 whole entry, looked up): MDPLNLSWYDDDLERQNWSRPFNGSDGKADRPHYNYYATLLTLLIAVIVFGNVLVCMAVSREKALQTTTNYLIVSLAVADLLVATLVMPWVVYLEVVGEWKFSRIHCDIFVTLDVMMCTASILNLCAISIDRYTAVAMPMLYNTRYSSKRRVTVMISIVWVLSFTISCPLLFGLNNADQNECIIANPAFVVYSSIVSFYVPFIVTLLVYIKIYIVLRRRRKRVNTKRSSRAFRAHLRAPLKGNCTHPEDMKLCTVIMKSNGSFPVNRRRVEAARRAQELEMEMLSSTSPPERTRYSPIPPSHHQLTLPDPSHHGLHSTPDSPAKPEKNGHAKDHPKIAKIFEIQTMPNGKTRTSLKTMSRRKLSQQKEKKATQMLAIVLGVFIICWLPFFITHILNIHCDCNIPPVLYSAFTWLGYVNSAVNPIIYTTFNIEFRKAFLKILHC
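Measurement of antagonist activity uses fluorescent calcium dye in inducible HEK293 T-REx D2 cells: 10 s baseline, compound addition with 180 s read, EC80 dopamine addition with a further 180 s read.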
D2 ag: agonists of human D2 dopamine receptor; activation, % at 2 µM; HEK293 T-REx D2 cells, calcium flux agonist mode; actives 0.53% (n = 340,000);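 active = activation over 3 SD above normal in the single-dose calcium agonist read, cut at about 30% in these data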; also: 0% is about no effect
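Agonism scored from kinetic calcium signal (1 read/sec, 180 s) following compound pin transfer, after a 10 s baseline. Cells: HEK293 Trex line expressing inducible D2 receptor coupled to calcium, dye-loaded after overnight culture at 30 C.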
LDHA block: LDHA (human) enzyme inhibition; P00338; purified LDHA, NADH/diaphorase-resazurin fluorescence; active compounds read low; activity change, % (values are at about 110 or 230 µM); actives 0.15% (n = 480,000); AID 1347041; in the data active = activity change below about -30%; inconclusive = mostly about -25% to -30%;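 also: plate controls were DMSO wells for no effect and wells without enzyme for full effect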
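Human LDH5 at 2 nM final in Tris HCl pH 7.4 with 0.06 mM NADH and 0.2 mM pyruvate, reacted 5 minutes at room temperature. Remaining NADH coupled via diaphorase/resazurin; resorufin fluorescence read at 0 and 20 minutes, normalized to enzyme-free and DMSO wells.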
* marks the source's active call; other numbers are inactive results; ? = inconclusive; · = not tested or not shown; & = joins results of further samples; [ ] = remark or other dose. Unless noted, calls follow the shape of the dose curve; as a rule, active = well fitted curve in the direction sought with a large enough effect; inconclusive = small, poorly fitted or top-dose-only effect, or another doubt; inactive = no such curve, though single readings can be large; an effect the other way counts as inactive or inconclusive. The list is partial, so the mix of outcomes need not match the whole.

SMILES	12-LOX inh	RGS4 inh	Vif-APOBEC3F blk	ERG Ets-DNA blk	GRP78 ERSR act	Vif-A3G inh	D2 antagonist	D2 ag	LDHA block
Nc1c(C(=O)Nc2cccc(F)c2)c2ccccn2c1C(=O)c1ccccc1	-20%	10%	·	12%	·	·	·	1.1	-4
O=C(CNC(=O)C12CC3CC(CC(C3)C1)C2)Nc1ncccc1O	10%	-7%	1%	3%	0%	1%	-9	0.1	5
CC(OC(=O)c1nsc(Cl)c1Cl)C(=O)NCc1cccs1 (centres undefined)	-4%	10%	-3%	5%	-6%	-1%	-13	1.0	-3
CC(C)c1ccccc1NC(=S)N1CCN(Cc2ccc3c(c2)OCO3)CC1	-9%	27%	-9%	-4%	-1%	0%	33*	1.8	-3
CCOc1ccc(CCNC(=O)CSc2ncn[nH]2)cc1OCC	8%	-6%	3%	-11%	-4%	0%	-18	-0.2	-1
Cc1ccc(N2CC(C(=O)OCC(=O)Nc3cc(C)on3)CC2=O)c(C)c1 (centres undefined)	-31%	-4%	2%	-12%	-4%	0%	-5	0.2	1
CSc1ncccc1C(=O)NC(C)CCc1ccccc1 (centres undefined)	-22%	-44%	3%	9%	-1%	1%	-53	-2.1	-1
O=C(CCS(=O)(=O)c1cc(Br)cc2c1N(C(=O)C1CC1)CC2)Nc1ccc(Br)cc1F	-17%	3%	-7%	2%	-1%	2%	·	0.0	-16
CN(C)c1ccc(C(CNC(=O)c2ccccc2F)c2c[nH]c3ccccc23)cc1 (centres undefined)	-4%	2%[11.4 µM]	-3%	-1%	2%	1%	-7	0.1	-3
Cc1cc(C(=O)N/N=C/c2cc(Br)ccc2OC(=O)c2ccccc2Cl)n[nH]1	12%	-20%	-7%	4%	-4%	-10%	15	0.2	-3
C[C@H](CO)N1C[C@H](C)[C@@H](CN(C)S(=O)(=O)c2cn(C)cn2)Oc2c(NC(=O)Nc3ccc4c(c3)OCO4)cccc2C1=O	-1%	-13%	0%	-3%	-3%	0%	·	·	-8
CCOC(=O)c1c(C)[nH]c(C)c1S(=O)(=O)N1CCC(C(=O)NCc2cccc(C)c2)CC1	-6%	12%	4%	2%	-4%	0%	·	0.1	-3
O=C(O)CCc1ccc(-c2cccs2)n1CCC(=O)O	?	-28%	7%	2%	8%	4%	-1	0.7	-5
COc1ccc(Cl)cc1NC(=O)Cn1cccc1	-5%	16%	-1%	-3%	-3%	-1%	-16	0.4	0
COc1ccc(NC(=O)CCS(=O)(=O)c2cc3c(cc2Cl)NC(=O)CO3)cc1OC	-1%	41%	2%	-1%	-1%	1%	20	0.7	0
COC(=O)C(NC(=O)c1ccco1)(Nc1nc(C2CC2)cs1)C(F)(F)F (centres undefined)	0%[57.4 µM]	22%	1%	-5%	-4%	0%	15	-0.5	4
O=C(NCCc1c[nH]c2ccccc12)c1cncc(Br)c1	-5%	-13%	-15%	7%	-4%	4%	-2	-1.1	-4
CC1CCN(C(=O)Cn2cc(S(=O)(=O)CC(=O)N3CCOCC3)c3ccccc32)CC1	-10%	-22%	2%	0%	1%	0%	·	·	-2
C#CCSc1nnc(C)c(C)n1	-3%	-31%	-5%	-6%	-2%	1%	·	·	-1
CC1CN(S(=O)(=O)c2ccc(C(=O)Nc3sccc3C(N)=O)cc2)CC(C)O1 (centres undefined)	-22%	-12%	5%	8%	-3%	4%	·	·	-5
CCN(CC)S(=O)(=O)c1ccc(N2CCOCC2)c(NC(=O)CC(C)(C)C)c1	19%	-22%[56.9 µM]	-5%	5%	-7%	3%	5	-1.4	2
COc1ccc(-c2csc(NC(=O)CS(=O)(=O)c3ccccc3)n2)cc1	-18%	-4%	-16%	5%	2%	-2%	-31	0.2	-2
CCN(Cc1ccccc1)S(=O)(=O)CCNC(=O)c1ccccc1	11%	-5%	7%	·	-1%	0%	0	-0.1	-9
COc1cc(C(=S)N2CCOCC2)cc(OC)c1OC(=O)c1ccccc1Cl	-15%	·	-7%	·	-5%	-1%	·	·	0
CCOc1cc(/C=N/NC(=O)CN(CCc2ccccc2)S(=O)(=O)c2ccc(NC(C)=O)cc2)ccc1O	-2%	-25%	13%	13%	-5%	-7%	0	0.6	7
COc1ccc(NC(=O)C2CCCN2C(=O)OCc2ccccc2)cc1 (centres undefined)	12%	8%	6%	7%	-4%	-3%	-8	0.0	-9
COCCNC(C)C(=O)Nc1ccc(Br)cc1 (centres undefined)	-6%	-7%	0%	·	2%	0%	0	-0.1	-17
Cc1cc(C)c2[nH]c(=O)c(CN(CC3CCCO3)S(=O)(=O)c3ccc4c(c3)OCCO4)cc2c1 (centres undefined)	-6%	-7%	-5%	-5%	-4%	-3%	-6	0.0	-1
Cc1cccc(C2c3[nH]c4ccccc4c3CCN2Cc2cccn2-c2ncccn2)c1 (centres undefined)	4%	-15%	-1%	6%	-2%	-6%	20	0.0	1
O=C(NCCN1C(=O)S/C(=C\c2ccccc2F)C1=O)C1CCN(S(=O)(=O)c2cccs2)CC1	-22%	-6%	6%	-12%	-2%	5%	-8	-0.1	-3

The last two entries of the section above come first, to join the parts.
SMILES	12-LOX inh	RGS4 inh	Vif-APOBEC3F blk	ERG Ets-DNA blk	GRP78 ERSR act	Vif-A3G inh	D2 antagonist	D2 ag	LDHA block
Cc1cccc(C2c3[nH]c4ccccc4c3CCN2Cc2cccn2-c2ncccn2)c1 (centres undefined)	4%	-15%	-1%	6%	-2%	-6%	20	0.0	1
O=C(NCCN1C(=O)S/C(=C\c2ccccc2F)C1=O)C1CCN(S(=O)(=O)c2cccs2)CC1	-22%	-6%	6%	-12%	-2%	5%	-8	-0.1	-3
CNC(=O)CSc1nnc(-c2cccnc2)n1-c1ccc(C)cc1	-1%	16%	-24%	4%	2%	4%	-7	0.6	-10
CS(=O)(=O)NC1CCN(Cc2ccccc2)CC1	7%	3%	-5%	-14%	-1%	-1%	29	-0.1	-3
C=CC(C)Sc1nc2c(c(=O)n(C)c(=O)n2C)n1Cc1ccccc1Cl (centres undefined)	24%	7%	-7%	-2%	-3%	4%	5	-0.7	1
Cc1ccc(S(=O)(=O)N2CC(=O)Nc3ccccc32)c(C)c1NS(C)(=O)=O	1%	2%[56.9 µM]	-4%	10%	1%	0%	-1	0.2	-2
CCOc1ccc(N2CC(C(=O)N3CCc4ccccc4C3)CC2=O)cc1 (centres undefined)	-1%	-5%	-11%	-7%	3%	-2%	-7	-0.7	-4
COc1ccc(OC)c2[nH]c(=O)c(CCNS(=O)(=O)c3ccc(Cl)cc3)cc12	1%	-30%	6%	-9%	-6%	0%	0	-3.0	2
OCCSc1nnc(Nc2ccccc2)s1	12%	12%	6%	-4%	1%	-4%	1	-0.1	-7
Nc1nonc1C(=O)NCCNC(=O)c1ccc(Cl)cc1	0%	14%	1%	3%	1%	0%	5	-0.4	-13
Cc1cc(=O)oc2cc(OC(C)C(=O)O)c(Cl)cc12 (centres undefined)	18%&-20%	12%	0%	·	-1%	0%	4	3.2	4&2
Cc1ccc(C(=O)NCC(=O)Nc2ccc(C)c(S(=O)(=O)Nc3ccc(Cl)cc3)c2)s1	?	-19%	?	-2%	-3%	-10%	0	0.8	0
Nc1nncn1C(=O)c1cc(Br)ccc1Cl	-8%	-17%	-1%	-3%	-4%	-3%	20	-0.1	-1
COc1ccccc1CN1CCN(S(=O)(=O)c2ccc(C)cc2)CC1	?	-1%	-1%	-5%	-6%	-1%	·	·	-15
COc1cc2ccccc2cc1C(=O)N(CCN(C)C)c1nc2ccc(Br)cc2s1	?	34%	-7%	5%	1%	-22%	·	·	-3
CCOc1ccc(S(=O)(=O)N2CCC(C(=O)NCc3ccccn3)CC2)cc1C	-16%	4%	-9%	-6%	-2%	-1%	-1	0.8	-16
O=C(NC12CC3CC(CC(C3)C1)C2)c1ccc(COc2ccc(Cl)cc2[N+](=O)[O-])o1	·	23%	-4%	-7%	-4%	0%	·	·	-2
O=C(NCCCCCCNC(=O)N1CCCCCC1)N1CCCCCC1	23%	-17%	-12%	2%	-4%	0%	8	-0.3	-4
CCc1c(C(=O)NNC(=S)NCC(C)C)csc1C	24%	-32%	-3%	10%	2%	2%	-18	-0.6	-4
Cc1ccc2nc(-c3cccnc3)c(NC3CCCCC3)n2c1	-13%	-19%	1%	11%	-1%	0%	-5	-0.9	-3
O=C(CN1CCOCC1)Nc1ccc([N+](=O)[O-])cc1	-20%	10%	-5%	6%	5%	-1%	16	-0.8	-2
COc1ccc(/C=C/C(=O)Nc2cccc(S(=O)(=O)N3CCCC3)c2)cc1OC	-6%	-6%	0%	-3%	-5%	7%	12	2.0	0
COc1ccc(S(=O)(=O)N(C)C[C@H]2Oc3ccc(NC(=O)Cc4cn(C)c5ccccc45)cc3C(=O)N([C@@H](C)CO)C[C@@H]2C)cc1	-17%	-4%	-2%	12%	-4%	-19%	·	·	1
CN(C(=O)CSc1nnc(-c2cccs2)o1)C1CCS(=O)(=O)C1 (centres undefined)	4%	0%	3%	5%	-2%	-8%	3	1.7	-4
O=C(CSc1nnc(-c2cc(-c3cccs3)nc3ccccc23)o1)NC1CCCCC1	17%	7%	-1%	9%	-3%	-5%	2	0.7	-9

Assay outcomes from PubChem BioAssay.
